hERG WT inh – qHTS for Inhibitors of KCHN2 3.1: Wildtype qHTS. activity change, % at 1.84 µM. Voltage-gated inwardly rectifying potassium channel KCNH2 (Homo sapiens), Q12809. hit rate 0.37% among 340,000. U2OS, BacMam KCNH2, thallium flux FluxOr; stronger effect = lower value;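 active = maximum activity change below -70%; inconclusive = maximum activity change between -70% and -50%; inactive = maximum activity change above -50%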; note: % is set by controls: 0 for no effect and ±100 for the full control effect
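U2OS cells were transduced with wild-type KCNH2 virus (2.03 x 10^8 / mL) for 4 h at room temperature, then cultured overnight at 37 C. Thallium flux was read with FluxOr dye. Rate constants were normalized to DMSO controls.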
Coupling enz – qHTS Assay for Inhibitors of Fructose-1,6-bisphosphate Aldolase from Giardia Lamblia: Coupling assay counterscreen | coupling enzyme system counterscreen, AmpLite Red fluorescence | hit rate 0.67% among 290,000 | AID 2472, 2010 | activity change, negative = inhibition, % at 58.2 µM, hits read low; in the data active = activity change below about -30%; note: % is set by controls: 0 for no effect and ±100 for the full control effect
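Fluorescence at 525 nm excitation and 598 nm emission measured inhibition of the coupled detection system without aldolase. Compounds (at 57.5 uM final) were preincubated 10 min at room temperature with coupling enzyme reagent before a 20 min substrate/AmpLite Red step.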
B2AR arrestin – qHTS assay of beta-arrestin-biased ligands of beta2-adrenergic receptor | beta-arrestin recruitment to beta2AR, cell-based reporter | Potency, µM (titrated, usually from 46.1 µM), for inactives: at the highest dose activation, most hits filed as activators | hit rate 0.02% among 330,000 | AID 492947, 2010;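 note: potency is the fitted concentration of half-maximal effect; 0% = DMSO controls and full agonism = EC100 isoproterenol or metaproterenol; nearly all actives have a fitted effect of over 65% in size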
Target sequence (P07550 whole entry, looked up): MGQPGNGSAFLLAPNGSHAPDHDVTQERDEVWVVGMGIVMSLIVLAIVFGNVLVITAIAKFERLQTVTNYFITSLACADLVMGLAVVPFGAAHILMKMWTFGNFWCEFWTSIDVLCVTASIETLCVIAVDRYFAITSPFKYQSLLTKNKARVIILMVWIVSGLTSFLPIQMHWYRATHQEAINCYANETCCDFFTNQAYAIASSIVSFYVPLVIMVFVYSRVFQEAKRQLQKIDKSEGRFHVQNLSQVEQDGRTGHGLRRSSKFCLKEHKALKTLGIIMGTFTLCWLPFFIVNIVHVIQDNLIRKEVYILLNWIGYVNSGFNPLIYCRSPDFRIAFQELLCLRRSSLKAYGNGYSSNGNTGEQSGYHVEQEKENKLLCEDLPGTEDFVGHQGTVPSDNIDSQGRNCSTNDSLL
Menin MLL FP TR – qHTS Assay for Inhibitors Targeting the Menin-MLL Interaction in MLL Related Leukemias: Competition With Texas Red Labeled MLL-derived Mutant Peptide; hit rate 0.23% among 270,000; Potency, µM (doses to about 61.6 µM), inactives show at the highest dose FP activity change, negative = inhibition, most hits filed as inhibitors; O00255; AID 1768, 2009; Menin + Texas Red MLL mutant peptide, fluorescence polarization; active = well fitted inhibition curve with a large enough effect in the polarisation, with a control signal flat, not every such curve was filed as active; inconclusive = small, poorly fitted or top-dose-only effect, or effect the other way, or a change in a side signal; inactive = no such curve, though single readings can be large or run the other way; the % refers to the polarisation; note: potency is the fitted concentration of half-maximal effect; % of control where 0% means no effect; many of its hits are not listed in these tables
Giardia killer – Small Molecules that selectively kill Giardia lamblia: qHTS; Giardia lamblia trophozoite viability; activity change, % at 7.66 µM, hits read low; hit rate 0.15% among 340,000; AID 540267, 2011; in the data active = activity change below about -80%; inconclusive = between about -30% and that limit;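 note: parasites exposed to compound for two days anaerobically before the ATP read; % is set by controls: 0 for no effect and ±100 for the full control effect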
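Compounds were tested on trophozoites seeded at 100 cells/well and held 48 hrs at 37 deg C anaerobically. An ATP-based luminescent kit measured the remaining live cells.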
PKM2 activator – qHTS Assay for Activators of Human Muscle isoform 2 Pyruvate Kinase | hit rate 0.34% among 260,000 | purified PKM2, Kinase-Glo ATP luminescence, activation; response scale: 0% is enzyme alone, no compound | Pyruvate kinase PKM (Homo sapiens), P14618 | Potency, µM (top dose mostly 57.5 µM), for inactives: top-dose activation, usual class: activators; note: potency is the fitted concentration of half-maximal effect; % is set by controls: 0 for no effect and ±100 for the full control effect; nearly all actives have a fitted effect of over 55% in size
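hPK-M2, >95% pure; 0.1 mM ADP / 0.5 mM PEP final; imidazole pH7.2 buffer w/ 7 mM MgCl2, 50 mM KCl; 1 h RT; Kinase-Glo lum. Intermediate enzyme activity for dual inhibitor/activator qHTS.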
MLL CXXC-DNA inh – qHTS Fluorescence Polarization Assay for Inhibitors of MLL CXXC domain - DNA interaction. Histone-lysine N-methyltransferase 2A (Homo sapiens), Q03164. hit rate 0.037% among 290,000. MLL-CXXC / FITC-HOXA9 DNA fluorescence polarization. Potency, µM (titrated, usually from 115 µM), for the others: at the top dose activity change, negative = inhibition, most hits filed as inhibitors. AID 2662, 2010; active = well fitted inhibition curve with a large enough effect in the polarisation, with a control signal flat, not every such curve was filed as active; inconclusive = small, poorly fitted or top-dose-only effect, or effect the other way, or a change in a side signal; inactive = no such curve, though single readings can be large or run the other way; the % refers to the polarisation; note: potency is the fitted concentration of half-maximal effect
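Fluorescence polarization: 7 uM MLL-CXXC (stock) preincubated 5 min with compounds, then 50 nM fluorescein-HOX-A9 DNA (stock) added; 30 min ambient. Buffer 50 mM Tris-HCl pH 7.5, 50 mM NaCl, 1 mM DTT, 0.05% BSA.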
TRPV1 ag – HTS Assay for Compounds that Act as Agonists of the Vanilloid Receptor 1; activation, % at 8.33 µM; TRPV1-expressing cells, Fluo-8 calcium influx, agonist mode; Transient receptor potential cation channel subfamily V member 1 (Homo sapiens), Q8NER1; hit rate 0.19% among 320,000; in the data active = activation above about 80%; inconclusive = between about 30% and that limit; note: 0% is about no effect
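TRPV1-expressing cells were cultured overnight at 35.5C and loaded with Fluo-8 calcium dye for 40 to 90 min at room temperature. After a 10 s baseline, compound was added and calcium influx was read kinetically for 3 min (ex 480/em 520 nm).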
USP2a inh – qHTS Assay for Inhibitors of Ubiquitin-specific Protease USP2a Using CHOP2 as the Reporter; Potency, µM (highest dose often 38.3 µM), inactives show at the top dose activity change, negative = inhibition, usual class: inhibitors; Ubiquitin carboxyl-terminal hydrolase 2 (Homo sapiens), O75604; hit rate 0.01% among 330,000; USP2 core, Ub-CHOP2 coupled fluorogenic reporter, 485/531;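 note: potency is the fitted concentration of half-maximal effect; plate controls were DMSO wells for no effect and full inhibition by NEM control for full effect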
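Cell-free coupled assay: 10nM USP2 core preincubated 30min RT with compound in Tris-HCl pH 8.0/CaCl2/CHAPS buffer, then 25nM Ub-CHOP2 and 25nM reporter substrate; fluorescence (Ex 485/Em 531) read after 60min RT, normalized to NEM inhibition, concentration-response curves fitted.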
GALK inh – qHTS Assay for Inhibitors of Human Galactokinase (GALK). P51570. hit rate 0.007% among 270,000. Purified GALK, Kinase-Glo residual ATP luminescence. Potency, µM (titrated, usually from 57.5 µM), inactives show at the highest dose activity change, negative = inhibition, most hits filed as inhibitors; note: potency is the fitted concentration of half-maximal effect; % is set by controls: 0 for no effect and ±100 for the full control effect
Target sequence (P51570 whole entry, looked up): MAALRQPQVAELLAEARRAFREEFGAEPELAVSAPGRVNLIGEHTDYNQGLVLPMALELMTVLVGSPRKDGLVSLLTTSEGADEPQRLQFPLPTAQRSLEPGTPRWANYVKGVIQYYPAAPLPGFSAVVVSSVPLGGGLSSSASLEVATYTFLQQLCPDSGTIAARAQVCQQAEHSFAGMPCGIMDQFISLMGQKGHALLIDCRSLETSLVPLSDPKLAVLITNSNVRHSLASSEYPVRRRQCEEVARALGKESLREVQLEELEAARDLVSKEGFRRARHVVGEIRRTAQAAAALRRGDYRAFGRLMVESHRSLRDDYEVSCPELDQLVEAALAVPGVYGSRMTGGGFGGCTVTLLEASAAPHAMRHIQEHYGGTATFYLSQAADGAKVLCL
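5 nM enzyme, 35 uM ATP, 100 uM galactose, 20 mM HEPES pH8.0, 5 mM MgCl2; 1 h RT; residual ATP by Kinase-Glo Plus luminescence, qHTS format.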
KCNH2 3.1 inh – qHTS for Inhibitors of KCHN2 3.1: Mutant qHTS; Potassium voltage-gated channel subfamily H member 2, brain isoform KCNH2 3.1 (human); U2OS KCNH2 3.1, thallium flux FluxOr; stronger effect = lower value; activity change, % (tested at about 1.8 µM); hit rate 0.95% among 340,000; AID 720553, 2013;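 active = maximum activity change below -70%; inconclusive = maximum activity change from -70% to -50%; inactive = maximum activity change above -50%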;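 note: thallium influx rate constant from kinetic fluorescence after stimulation buffer; % is set by controls: 0 for no effect and ±100 for the full control effect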
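U2OS cells transduced with KCNH2 3.1 mutant virus (1.77 x 10^8 /mL, 4 h), plated overnight at 37 C, loaded 45 min with FluxOr dye plus Red40 quencher. Thallium flux rate constant from kinetic reads after stimulation buffer, normalised to controls.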
The depositor's hits bear a star; ? = inconclusive; · = no result given; & = joins results of further samples; [ ] = dose if it differs, or a comment. Unless noted, calls come from the whole dose curve; as a rule, active = well fitted curve in the direction sought with a large enough effect; inconclusive = small, poorly fitted or top-dose-only effect, or another doubt; inactive = no such curve, though single readings can be large; an effect the other way counts as inactive or inconclusive. An excerpt (hit frequency here may not be typical).

no. | mol | hERG WT inh | Coupling enz | B2AR arrestin | Menin MLL FP TR | Giardia killer | PKM2 activator | MLL CXXC-DNA inh | TRPV1 ag | USP2a inh | GALK inh | KCNH2 3.1 inh
1 | COc1ccc(/C=N/NC(=O)c2nnn(-c3nonc3N)c2-c2cccc(OC)c2)cc1 | -3 | 3 | -0.3% | ? | -7 | 4%[0.46 µM] | -2% | 1 | -2% | 6% | -3
2 | COC(=O)c1c(N2C(=O)Nc3ccccc3N2O)sc(C)c1C | -8 | 10 | 0.2% | -12% | -1 | 6% | 3% | -14 | 4% | -2% | 3
3 | Cc1ccsc1C(=O)N1CCc2ccccc2C1 | -23 | · | 0.1% | · | 14 | 0% | -13% | 4 | 2% | -5% | 8
4 | CCOC(=O)Cc1csc(SCc2nc3sc4c(c3c(=O)[nH]2)CCC4)n1 | -1 | -1 | -0.1% | -3% | -25 | 1% | 1% | 1 | 3% | -2% | -4
5 | O=C(COC(=O)c1ccc[nH]c1=O)Nc1ccc(S(=O)(=O)N2CCCC2)cc1 | 4 | 2 | 0.2% | · | 6 | -1% | 0% | 3 | 8% | 0% | -6
6 | CC(=O)Nc1nc(-c2ccc(Cl)cc2)ns1 | -7 | -4 | -1.6% | ? | -10 | -3% | -4% | ? | 4% | · | -14
7 | N#Cc1cc(N)ccc1Sc1ccc(Cl)cc1 | -3 | -5 | -0.4% | ? | ? | -3% | 4% | 3 | 3% | -2% | -8
8 | COc1ccc(-c2nn(-c3ccccc3)cc2/C=N/NC(=O)c2cccc(S(=O)(=O)Nc3ccccc3OC)c2)cc1 | 0 | -1 | -0.5% | ? | -21 | 5% | 9% | -1 | 1% | 3% | 6
9 | Cc1ccc(NC(=O)C2CCCN(C(=O)c3ccc(Cl)cc3)C2)cc1 (stereo not given) | -4 | 0 | -0.2% | 1% | 8 | 11% | 6% | ? | 1% | 4% | -6
10 | COc1ccc(COc2cc(-c3cccc(OC)c3)nc3ccc(NC(=O)c4ccccc4)cc23)cc1 | 6 | 2&-3 | -0.3% | -3%&-14% | 1 | -3% | -3% | 3 | 0% | · | -16
11 | O=C(Nc1nc2cc3c(cc2s1)OCO3)c1cccc(N2C(=O)CCC2=O)c1 | -2 | 1 | 6.6% | · | -8 | 1% | 2% | -2 | 1% | 2% | -1
12 | CCNC(=O)COc1ccc(F)cc1C(=O)c1cnn(-c2ccccc2)c1 | 9 | 0 | -0.5% | -11% | 6 | 2% | -4% | 9 | 0% | 5% | 16
13 | CC1CCN(c2ccc(NC(=O)c3cccnc3Cl)cc2)CC1 | -9 | 1 | 0.2% | -14% | -1 | 1% | 12% | 5 | 2% | -1% | -2
14 | COCCn1c(SCC(=O)Nc2ncc(Cl)c(C)c2Cl)nc2ccccc21 | -1 | 2 | -0.3% | -27% | -2 | 1% | -4% | 13 | 4% | -2% | -6
15 | Cc1ccc(OCC(=O)NCCNC(=O)c2ccc(C)nc2)cc1 | 1 | 3 | 0.2% | -4% | 3 | -5% | 12% | -3 | 2% | -1% | -13
16 | O=C1c2ccccc2NC(c2ccc3c(c2)OCO3)N1O (stereo not given) | -1 | 0 | 0.4% | 30% | -13 | 5% | 14% | 1 | 0% | -3% | 4
17 | CC(=O)c1c(C)[nH]c(C(=O)N2CCN(c3ccccn3)CC2)c1C | -2 | 2 | 0.9% | -14% | -7 | · | 2% | -1 | 3% | 0% | -7
18 | COc1c2ccoc2c(OC)c2oc(=O)ccc12 | -8 | 5&0 | -0.5% | -12% | 1 | -6% | -3% | -2 | 3% | 2% | -4
19 | CC(=O)NC1c2ccccc2C(=O)N1Cc1ccccc1 (stereo not given) | -21 | 1 | -0.2% | 17% | 7 | -1% | 0% | 1 | 1% | -2% | 6
20 | CCOc1ccc(Cc2n[nH]c(=S)n2N)cc1 | -5 | 0 | -0.7% | -1% | -6 | 8% | 0% | 0 | 3% | 1% | 14
21 | CCOC(=O)N1CCN(C(=O)c2ccc3nc(N4CCC(C)CC4)sc3c2)CC1 | 9 | 4 | 0.1% | · | -4 | -2% | -1% | · | 3% | -2% | 9
22 | O=C(NCCCn1ccnc1)C(F)(F)C(F)(F)C(=O)NCCCn1ccnc1 | -6 | -9 | -0.1% | -20% | 1 | -19% | 0% | -6 | -1% | -1% | -6
23 | COc1ccccc1/C=C/C=N/n1c(-c2ccc(C)cc2)n[nH]c1=S | 10 | 1 | -0.7% | -27% | 9 | 5% | 29% | 21 | -11% | 1% | 1
24 | CSc1ccccc1NC(=O)COC(=O)c1c[nH]c(=O)[nH]c1=O | -5 | 0 | 3.7% | · | 0 | -2% | -1% | -8 | -2% | 1% | 19
25 | CCOc1cc(CNn2cnnc2SCC(=O)NC(C)(C)C)ccc1OCC(=O)NC(C)(C)C | 5 | 2 | -0.2% | -13% | 12 | 0% | 15% | -1 | 2% | 1% | -11
26 | CN(C)c1nc(N(C)C)nc(N2CC(CCl)OC2=N)n1 (stereo not given) | 1 | 2 | 0.2% | -28% | -15 | -7% | -2% | 3 | -1% | 7% | 6
27 | Cc1ccc(NC(=O)CSc2nsc(SCC(=O)Nc3ccc(C)cc3C)c2C#N)c(C)c1 | -1 | 1 | -0.5% | -1% | -6 | 3% | -7% | 3 | 1% | 3% | -3
28 | O=C(N/N=C/c1cccnc1)c1cc(-c2cccs2)nc2ccccc12 | 1 | 0 | -1.9% | 11% | -4 | 9% | 18% | 4 | -1% | 2% | 6
29 | O=C(O)c1ccc(CNC(=O)c2ccccc2NC(=O)c2cccc([N+](=O)[O-])c2)cc1 | 0 | 0 | 0.2% | 6% | 23 | 1% | 2% | -1 | 6% | 7% | -16
30 | CCOc1ccc2nc(NC(=O)C34CC5CC(CC(NC(C)=O)(C5)C3)C4)sc2c1 | -5 | · | 0.0% | · | -3 | -5% | -17% | 2 | 4% | -3% | ·
31 | CCc1ccc(OC(C)C(=O)Nc2ccccc2C(=O)N2CCOCC2)cc1 (stereo not given) | 0 | · | 0.3% | · | 29 | -3% | 6% | 5 | 1% | 3% | -3
32 | NC(=O)c1ncc(C(F)(F)F)cc1Oc1cccnc1 | 4 | 4 | -0.4% | 12% | -11 | -4% | 5% | -1 | -1% | 1% | -8
33 | NC(=O)c1ccc2c(=O)n3c(-c4cccs4)csc3nc2c1 | 5 | 1 | 0.0% | · | 16 | 0% | 4% | 2 | -9% | -3% | 0
34 | O=C(c1cc(-c2cccc(Cl)c2)on1)N1CCCC1 | -7 | -4 | -0.2% | 0% | -10 | -11% | -4% | 20 | 2% | -2% | -131*
35 | CCCCCC(=O)Cc1cc(O)cc2c1C(=O)Oc1cc(O)c(C(=O)O)c(CCCCC)c1O2 | -4 | 13 | -0.5% | · | 10 | -4% | 11% | -2 | -15% | -1% | -6
36 | COc1cc(OC)c(OC)cc1/C=C1/Cc2ccccc2C1=O | -4 | 0 | -0.9% | -1% | 0 | · | 8% | 17 | 3% | -1% | 15
37 | N#Cc1c(-c2ccco2)c2c([nH]c1=S)CCCC2 | -48 | -21 | -0.2% | 10% | 4 | 0% | ? | -1 | 0% | 2% | -7
38 | O=C(COC(=O)c1ccc2c(c1)S(=O)(=O)c1ccccc1C2=O)NC1CC1 | -7 | -2 | 0.1% | -8% | -19 | -1% | 2% | -1 | 0% | 15% | -5
39 | COc1ccc2c(c1)cc(C(=O)N[C@H](C(=O)N1CCC[C@H]1C(=O)O)C(C)C)n2C | -7 | 0 | -0.1% | 7% | -5 | 0% | -5% | 2 | 3% | · | 10
40 | CCN1C(=O)/C(=C2/Sc3ccccc3N2CC)S/C1=N\c1ncn[nH]1 | -3 | 5 | -1.0% | ? | 8 | 2% | ? | 0 | 3% | -3% | 4
